OPRM1-OPRD1 ag: agonists of human mu-delta opioid receptor heterodimerization; cells, OPRM1-OPRD1 heterodimerization, luminescence; activation, % at 9.3 µM; actives 0.3% (n = 340,000); AID 504326; in the data active means activation above about 18%;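 further: 0% = vehicle-treated cells and 100% = reference agonist; values of inactives mirror those of a sister screen read the other way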
Mot1-301 SUMO: inhibitors of SUMOylation pathway: yeast Mot1-301 growth rescue | S. cerevisiae Mot1-301 growth rescue, ATP luminescence, 38.5C; percent above DMSO median, 100 means doubled | growth rescue, % at 18.8 µM | actives 1% (n = 320,000);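 active means every valid replicate shows activation above 250% relative to neutral control wells; inactive means the rest, any valid replicate at or below 250%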;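 further: OY570 slx delta 5 strain wells were the positive control but not used for scaling; some compounds called inactive have numbers as strong as hits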
AddAB inh: less growth of phage-infected E. coli with AddAB | actives 0.29% (n = 330,000) | E. coli expressing H. pylori AddAB, absorbance growth | AID 435030 | inhibition, % at 11.9 µM; in the data active means inhibition above about 12%;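 further: 0% = vehicle wells of infected cells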
PfHsp90 set2: inhibits growth of yeast expressing Plasmodium falciparum Hsp90; S. cerevisiae expressing PfHsp90, BacTiter-Glo ATP, 48 h; yeast lacking PDR1 and PDR3 efflux regulators; inhibition, % at 9.4 µM; actives 0.32% (n = 310,000);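 active means every replicate shows inhibition above about 80%, whatever the replicate mean, limit read from the data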;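 further: 0% = DMSO neutral controls and 100% = 20 µM radicicol positive controls; yeast relying on Plasmodium falciparum Hsp90 in place of its own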
MOR-DOR inv ag: inverse agonists of human mu-delta opioid receptor heterodimerization; cell-based MOR-DOR heterodimer luminescence, inverse agonism; inhibition, % at 9.3 µM; actives 0.21% (n = 340,000); AID 504357; in the data active means inhibition above about 22%, passing the limit was not always enough;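 further: 0% = cells with DMSO and 100% = wells without cells with DMSO; values of inactives mirror those of a sister screen read the other way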
E coli growth: reduces bacterial viability in AddAB counter-screen. E. coli V3065 growth, OD600 absorbance, 18 h. inhibition, % at 11.9 µM. actives 0.27% (n = 330,000);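 active means inhibition above the campaign's mean inhibition across all tested compounds plus 3 SD, cut at about 9.9% in these data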;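 further: uninfected addAB+ strain grown without phage in ampicillin broth; 0% = DMSO wells and 100% = ciprofloxacin 0.95 µg/ml wells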
HTR5A ag ctr: counter-screen for OPRM1-OPRD1 agonists: human HTR5A agonism | P47898 | HTR5A agonist assay, luminescence, cell-based | activation, % at 9.3 µM | actives 0.61% (n = 340,000); in the data active means activation mostly above about 9.5%, no sharp cut-off; inactive means mostly below about 7.6%;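 further: 0% = cells with vehicle only and 100% = reference agonist; strong numbers were not always called active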
Target sequence (P47898 whole entry, looked up): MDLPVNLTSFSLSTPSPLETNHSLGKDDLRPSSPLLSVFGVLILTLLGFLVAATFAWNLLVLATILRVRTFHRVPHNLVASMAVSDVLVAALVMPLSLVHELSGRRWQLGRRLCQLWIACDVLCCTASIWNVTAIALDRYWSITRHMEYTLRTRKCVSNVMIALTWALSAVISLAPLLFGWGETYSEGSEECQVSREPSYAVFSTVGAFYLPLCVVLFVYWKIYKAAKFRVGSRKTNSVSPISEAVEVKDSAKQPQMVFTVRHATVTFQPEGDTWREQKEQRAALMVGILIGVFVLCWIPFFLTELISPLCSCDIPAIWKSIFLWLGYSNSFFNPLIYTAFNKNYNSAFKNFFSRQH
PKA-R1A act: activates the PKA-R1A holoenzyme complex; P00514+P68181; PKA-R1A dissociation, Cy5-IP20 fluorescence polarization; scaled: DMSO 0%, 113 µM cGMP 100%; activation, % at 11.4 µM; actives 0.083% (n = 340,000);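 active means percent activation above the mean of all tested compounds plus 3 SD, cut at about 19% in these data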;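 further: higher means more PKAc released from R1A so a rise in polarization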
HTR5A inv ag: counter-screen for OPRM1-OPRD1 inverse agonists: human HTR5A inverse agonism. inhibition, % at 9.3 µM. AID 504634. HTR5A cell line, luminescence. P47898. actives 0.083% (n = 340,000); in the data active means inhibition mostly above about 23%, no sharp cut-off; inactive means mostly below about 18%;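 further: 0% = cells with DMSO and 100% = no-cell wells with DMSO; some compounds called inactive have numbers as strong as hits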
Pemphigus Ab inh: blocks pemphigus antibody binding to human desmoglein-3; P32926; DSG3-coupled beads, scFv-anti-DSG3-GFP binding, flow cytometry; stronger effect = lower value; binding (percent of control), % at 10 µM; actives 0.48% (n = 310,000); AID 588358;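 active means binding more than 3 SD below its plate's average and above zero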;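 further: hits lower antibody fragment binding to DSG3; some compounds called inactive have numbers as strong as hits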
phage Ecoli inh: E. coli growth loss with phage present; growth absorbance; inhibition, % at 11.9 µM; actives 0.26% (n = 360,000); AID 651602; in the data active means inhibition above about 11%
The depositor's hits bear a star; / = not tested or not shown.

A first look (7 entries):
1) COc1ccc(/C=C/C(=O)c2cccc(-n3cnnn3)c2)cc1O
2) Cc1cc(C)nc(SCC(=O)Nn2cnnc2)n1
3) COc1ccc2c(c1)SC(C)CC2=O (centres undefined)
4) CN1CCN(NC(=O)c2cc(Br)ccc2Cl)CC1
5) O=C(CN1C(=O)/C(=C/c2ccccc2)SC1=S)Nc1cccnc1
6) CC(CN1CCOCC1)OC(=O)C(c1ccccc1)c1ccccc1 (centres undefined)
7) CCOc1ccccc1NC(=O)N1CCCC1C(=O)NCc1ccco1 (centres undefined)

Compound	1	2	3	4	5	6	7
OPRM1-OPRD1 ag	2.2	-1.5	-1.1	-1.8	1.5	1.3	-0.4
Mot1-301 SUMO	51	-3	-3	139	225	-15	/
AddAB inh	1.1	-0.2	-0.2	4.3	2.0	-2.4	/
PfHsp90 set2	-60	-2	8	9	13	-6	4
MOR-DOR inv ag	-15	8	7	8	-10	-7	2
E coli growth	-1.6	1.0	0.1	-2.6	-1.6	-2.1	/
HTR5A ag ctr	2	-2	11*	-3	4	-5	3
PKA-R1A act	3	-16	-3	6	-15	-6	-4
HTR5A inv ag	-12	6	-2	-12	21	13	-9
Pemphigus Ab inh	92	96	109	104	106	93	105
phage Ecoli inh	2.1	-1.0	-0.7	3.9	4.1	1.2	0.8

The listing, previewed entries included:
1) COc1ccc(/C=C/C(=O)c2cccc(-n3cnnn3)c2)cc1O
2) Cc1cc(C)nc(SCC(=O)Nn2cnnc2)n1
3) COc1ccc2c(c1)SC(C)CC2=O (centres undefined)
4) CN1CCN(NC(=O)c2cc(Br)ccc2Cl)CC1
5) O=C(CN1C(=O)/C(=C/c2ccccc2)SC1=S)Nc1cccnc1
6) CC(CN1CCOCC1)OC(=O)C(c1ccccc1)c1ccccc1 (centres undefined)
7) CCOc1ccccc1NC(=O)N1CCCC1C(=O)NCc1ccco1 (centres undefined)
8) COc1ccc(C2C(C(=O)NCc3cccnc3)c3ccccc3C(=O)N2C)cc1OC (centres undefined)

Compound	1	2	3	4	5	6	7	8
OPRM1-OPRD1 ag	2.2	-1.5	-1.1	-1.8	1.5	1.3	-0.4	-2.3
Mot1-301 SUMO	51	-3	-3	139	225	-15	/	66
AddAB inh	1.1	-0.2	-0.2	4.3	2.0	-2.4	/	6.0
PfHsp90 set2	-60	-2	8	9	13	-6	4	/
MOR-DOR inv ag	-15	8	7	8	-10	-7	2	14
E coli growth	-1.6	1.0	0.1	-2.6	-1.6	-2.1	/	-0.3
HTR5A ag ctr	2	-2	11*	-3	4	-5	3	1
PKA-R1A act	3	-16	-3	6	-15	-6	-4	-5
HTR5A inv ag	-12	6	-2	-12	21	13	-9	-8
Pemphigus Ab inh	92	96	109	104	106	93	105	101
phage Ecoli inh	2.1	-1.0	-0.7	3.9	4.1	1.2	0.8	0.2

9) O=C(CSc1nncs1)Nc1nnc(-c2ccccc2)o1
10) COc1cccc(/C=C/C(=O)Nc2ccc(C(=O)Nc3cccc(S(N)(=O)=O)c3)cc2)c1OC
11) O=C(OC1CCOC1=O)c1cc(-c2ccc(Br)cc2)nc2ccccc12 (centres undefined)
12) CCCc1cc(=O)[nH]c(SCc2cc(Cl)ccc2OC(F)F)n1
13) O=C(NNC(=S)NC(=O)c1cccc([N+](=O)[O-])c1)c1ccc(Br)cc1
14) NS(=O)(=O)c1ccc(NC(=O)/C=C/c2ccc3c(c2)OCO3)cc1
15) O=[N+]([O-])c1ccccc1/C=C/C=N/n1c(-c2cc(-c3ccccc3)n[nH]2)n[nH]c1=S
16) Cc1cc2cc(CNC(=S)NC3CCCCC3)ccc2n1C

Compound	9	10	11	12	13	14	15	16
OPRM1-OPRD1 ag	-0.9	1.1	0.8	2.7	-2.6	0.5	0.9	-2.8
Mot1-301 SUMO	27	134	-18	15	-8	7	-11	16
AddAB inh	3.0	0.2	-6.2	0.9	-4.9	-1.1	-0.1	0.3
PfHsp90 set2	0	-11	-9	/	34	-17	-13	-27
MOR-DOR inv ag	6	-6	-4	-14	12	-3	-4	14
E coli growth	2.6	-1.3	-1.0	-3.6	-5.3	-0.9	-1.2	0.3
HTR5A ag ctr	0	-6	-3	2	0	3	0	-9
PKA-R1A act	4	-8	-1	2	-7	0	-2	-8
HTR5A inv ag	-8	16	-19	2	-2	-10	22	22
Pemphigus Ab inh	99	113	101	99	98	107	/	92
phage Ecoli inh	4.0	0.3	1.8	0.8	-7.1	2.9	2.4	5.9

17) CC1(c2ccccc2)NC(=O)N(CC(=O)Nc2nc(-c3ccccn3)cs2)C1=O (centres undefined)
18) Cc1ccccc1-c1noc(CCC(=O)NCC2CCCO2)n1 (centres undefined)
19) O=C(Cc1cccs1)Nc1cccc(-c2nc3ccccc3[nH]2)c1
20) CC(C)c1ccc2[nH]c(O)c(N=NC(=O)c3ccc(CSc4nncn4C)cc3)c2c1
21) COc1ccccc1CN(C)C(=O)c1ccc(COc2ccccc2)cc1
22) COc1ccc(-n2cnc3ccccc3c2=O)c([N+](=O)[O-])c1
23) CCOC(=O)c1sc2ccc(S(=O)(=O)N3CCOCC3)cc2c1N
24) CC(C)N1CCC(N2CCN(CC#Cc3ccccc3)CC2CCO)CC1 (centres undefined)

Compound	17	18	19	20	21	22	23	24
OPRM1-OPRD1 ag	-1.0	-0.1	-2.2	-2.0	2.3	-0.3	-0.5	-2.5
Mot1-301 SUMO	125	-26	10	/	64	-8	15	13
AddAB inh	-3.9	1.8	4.4	-1.9	2.7	/	1.8	-0.9
PfHsp90 set2	-23	/	1	-25	-8	0	45	-11
MOR-DOR inv ag	6	1	12	10	-12	1	2	13
E coli growth	-1.0	2.0	-1.6	-0.5	0.4	/	0.1	-1.7
HTR5A ag ctr	-1	0	4	7	0	-3	-1	-1
PKA-R1A act	7	-7	-8	-3	4	-9	-17	-1
HTR5A inv ag	3	-26	5	-17	10	12	13	4
Pemphigus Ab inh	95	96	114	84	105	92	102	82
phage Ecoli inh	-5.3	0.3	2.1	1.3	0.6	2.8	2.8	4.0

25) COc1ccccc1CCNC(=O)C(=O)NCC1OCCN1S(=O)(=O)c1ccc(Br)cc1 (centres undefined)
26) Nc1nc(SCc2ccc3c(c2)OCCO3)n[nH]1
27) CC(C)Oc1cc(NC(=O)CS(=O)CC(=O)Nc2cccc(C(F)(F)F)c2)c(Cl)cc1Cl (centres undefined)
28) COc1cc2cc(C)c(SCC(=O)N3CCOCC3)nc2cc1OC
29) CCCN1C(=O)C2(/C(=C(\O)c3ccc4c(c3)OCCO4)C(=O)C(=O)N2CCCOC)c2ccccc21 (centres undefined)
30) O=C(CSc1ncnc2ccccc12)NCCc1ccccc1
31) Cc1ccc2c(c1)N(S(=O)(=O)c1ccc(CN3C(=O)c4cccnc4C3=O)s1)CCO2
32) O=C(NCc1ccccc1)c1cccc(NS(=O)(=O)c2cccc3cccnc23)c1

Compound	25	26	27	28	29	30	31	32
OPRM1-OPRD1 ag	-2.6	-1.0	5.8	-0.8	-3.0	-0.9	-1.6	-0.5
Mot1-301 SUMO	125	4	31	-13	13	-1	-23	-2
AddAB inh	2.1	-0.5	0.4	3.1	-0.5	1.6	2.4	0.3
PfHsp90 set2	-2	27	-6	30	4	-3	-8	3
MOR-DOR inv ag	14	6	-27	5	16	5	8	3
E coli growth	0.9	-1.5	1.4	-0.1	2.0	1.2	1.1	-0.1
HTR5A ag ctr	0	-2	3	-2	0	1	2	11
PKA-R1A act	-2	-3	-16	-4	15	-7	-10	-9
HTR5A inv ag	2	6	-33	-26	10	-1	-26	9
Pemphigus Ab inh	98	104	128	105	102	100	/	97
phage Ecoli inh	0.6	1.6	0.7	1.2	/	0.9	2.1	4.7

33) Cc1cccc(N2CC(C(=O)O)CC2=O)c1C (centres undefined)
34) CCCCNC(=O)c1cc(-c2ccc(OC)cc2)on1
35) CCn1c(C(C)NC(=O)c2cccc(C)c2)n[nH]c1=S (centres undefined)
36) O=C(c1ccco1)N1CCN(C(c2ccccc2)c2nnnn2Cc2cccs2)CC1 (centres undefined)
37) CCOc1ccc(CN(C)c2ccc(S(=O)(=O)N3CCN(C)CC3)cc2[N+](=O)[O-])cc1OC
38) O=C(CCl)N(Cc1ccccc1)c1ccccc1
39) Cc1ccc(N=Nc2c(C)[nH]n(-c3ccccc3)c2=O)cc1Br
40) O=C(NCCNC(=O)c1cnccn1)c1ccc(Cl)c(Cl)c1

Compound	33	34	35	36	37	38	39	40
OPRM1-OPRD1 ag	-3.5	2.0	1.5	-1.9	0.0	-0.5	1.4	1.0
Mot1-301 SUMO	1	10	203	-28	-16	0	7	7
AddAB inh	-2.8	2.5	-0.9	-1.8	0.9	0.2	0.8	4.5
PfHsp90 set2	22	/	-10	-13	-9	-18	8	-1
MOR-DOR inv ag	18	-11	-11	11	0	3	-7	-8
E coli growth	-1.0	1.3	3.6	1.6	-1.3	0.9	1.5	-1.1
HTR5A ag ctr	6	0	8	1	1	7	-4	-2
PKA-R1A act	-9	-9	-2	-12	-3	-7	2	-1
HTR5A inv ag	-7	-12	-22	0	3	-39	15	-18
Pemphigus Ab inh	88	106	91	97	103	103	117	124
phage Ecoli inh	-0.3	3.5	2.4	-1.6	/	2.8	2.3	2.0

41) Cc1ccc(S(=O)(=O)N2CCOCC2)cc1C(=O)NCc1cn2ccsc2n1
42) CCOc1ccccc1NC(=O)NCc1ccc2c(c1)OCO2
43) CC(C)CC(NC(=O)C(CO)NC(=O)C1CCC(=O)N1)C(N)=O (centres undefined)
44) COC(=O)CC1C(=O)NCCN1C(=S)Nc1ccccc1Cl (centres undefined)
45) Cc1oc2c(c(C)cc3oc(=O)c(CC(=O)N[C@@H](CC(C)C)C(=O)O)c(C)c32)c1C
46) O=C(Nc1cccnc1)/C(N=Nc1ccc(Cl)c(C(F)(F)F)c1)=C(\O)c1ccccc1
47) CCOc1cc(C(C(=O)NCC2CCCO2)N(C(=O)Cn2nnc3ccccc32)c2ccc(NC(C)=O)cc2)ccc1O (centres undefined)
48) Cc1ccc2nc(C(F)OC(F)(F)F)[nH]c2c1 (centres undefined)

Compound	41	42	43	44	45	46	47	48
OPRM1-OPRD1 ag	-3.3	-1.1	-1.5	-1.1	-0.2	0.3	-1.1	-3.9
Mot1-301 SUMO	-8	-8	5	526	-3	6	7	45
AddAB inh	2.4	-1.7	3.1	-2.9	/	3.5	1.9	-1.0
PfHsp90 set2	-2	-2	-17	15	1	-17	-22	/
MOR-DOR inv ag	14	6	9	6	1	-2	7	18
E coli growth	-1.4	-0.2	0.2	3.2	/	-0.9	-0.1	-1.9
HTR5A ag ctr	2	2	6	3	3	2	4	2
PKA-R1A act	5	2	-4	-10	-1	7	7	-6
HTR5A inv ag	-29	-19	-5	5	-13	5	-11	8
Pemphigus Ab inh	111	97	86	100	105	/	/	104
phage Ecoli inh	3.2	2.3	3.7	3.5	1.0	0.5	-0.2	3.0
